Screening results from PubChem.
Ba/F3 V617F tox: loss of viability in JAK2V617F-driven Ba/F3 cells; Ba/F3 EpoR-JAK2V617F viability, ATP luminescence; actives 1.1% (n = 220,000); inhibition, % at 5.6 µM;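 active means inhibition above the campaign mean plus 3 SD over all tested compounds, cut at about 24% in these data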;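 further: cytokine-independent growth of Ba/F3 cells driven by EpoR plus mutant JAK2; 0% = DMSO-treated cells and 100% = JAK inhibitor I control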
S1P4 antag: blocks the human S1P4 receptor | O95977 | S1P4-expressing cells, antagonist mode, reporter read-out | inhibition, % at 4.98 µM | actives 0.26% (n = 220,000); in the data active means inhibition above about 29%;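 further: 0% = wells stimulated with agonist and 100% = vehicle wells without agonist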
Target sequence (O95977 whole entry, looked up): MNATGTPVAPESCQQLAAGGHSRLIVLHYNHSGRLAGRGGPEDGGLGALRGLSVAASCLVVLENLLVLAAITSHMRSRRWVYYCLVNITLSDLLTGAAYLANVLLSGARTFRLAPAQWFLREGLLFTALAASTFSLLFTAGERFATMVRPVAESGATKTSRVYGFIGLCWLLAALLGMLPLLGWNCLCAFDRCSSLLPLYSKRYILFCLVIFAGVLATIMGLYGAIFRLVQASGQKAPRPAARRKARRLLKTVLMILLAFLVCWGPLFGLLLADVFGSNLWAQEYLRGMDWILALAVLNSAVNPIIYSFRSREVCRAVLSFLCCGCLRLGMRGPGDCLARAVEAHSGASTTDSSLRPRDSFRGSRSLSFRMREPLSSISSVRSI
PERK inhibitor: inhibitors of human PERK kinase | Q9NZJ5 | CHO PERK-DD fusion, SEAP luminescence translation reporter | inhibition, % at 5.6 µM | actives 0.17% (n = 220,000);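 active means inhibition above the mean inhibition of all tested compounds plus 3 SD, set separately per screening campaign, cut at about 2.9% in these data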;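 further: PERK kinase domain activated by AP20187 dimerizer at 100 nM; 0% = DMSO with dimerizer and 100% = rapamycin at 8.4 µM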
m-calpain inh: calpain II (pig) inhibition; AID 1236; purified calpain II, fluorogenic peptide substrate, 30 min; actives 0.37% (n = 220,000); inhibition, % at 16 µM;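 active means inhibition above about 50%, limit read from the data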
BaF3 tox: counter-screen for JAK2V617F inhibitors: parental Ba/F3 viability inhibitors; CellTiter-Glo ATP luminescence; inhibition, % at 5.6 µM; actives 1.1% (n = 220,000);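 active means inhibition above a per-campaign cutoff, the mean inhibition of all tested compounds plus 3 SD, cut at about 27% in these data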;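 further: 0% = DMSO wells and 100% = JAK Inhibitor I control wells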
EP2 modulator: modulates human prostaglandin E2 receptor EP2 signaling; P43116; EP2-expressing cells, cAMP HTRF FRET, PGE2 co-stimulation; induction, % at 25 µM; actives 0.83% (n = 260,000);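 active means compounds whose cAMP rise, as percent of the full-agonist control response, exceeds 60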;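 further: rat C6 glioma line stably carrying human EP2 under a CMV promoter; the protocol text gives 20 µM as final concentration; 100% = response of wells given 1 µM PGE2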
TRPML3 agonist: human mucolipin-3 channel agonism; Q8TDD5; HEK293 TRPML3-YFP, Fluo-8 calcium fluorescence; 100% = the carbachol control signal; activation, % at 3 µM; actives 0.29% (n = 220,000); AID 1448;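 active means activation above its plate's cutoff, the mean activation of the plate's test wells plus 3 SD, cut at about 12% in these data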;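 further: 0% = DMSO only wells and 100% = carbachol wells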
Target sequence (Q8TDD5 whole entry, looked up): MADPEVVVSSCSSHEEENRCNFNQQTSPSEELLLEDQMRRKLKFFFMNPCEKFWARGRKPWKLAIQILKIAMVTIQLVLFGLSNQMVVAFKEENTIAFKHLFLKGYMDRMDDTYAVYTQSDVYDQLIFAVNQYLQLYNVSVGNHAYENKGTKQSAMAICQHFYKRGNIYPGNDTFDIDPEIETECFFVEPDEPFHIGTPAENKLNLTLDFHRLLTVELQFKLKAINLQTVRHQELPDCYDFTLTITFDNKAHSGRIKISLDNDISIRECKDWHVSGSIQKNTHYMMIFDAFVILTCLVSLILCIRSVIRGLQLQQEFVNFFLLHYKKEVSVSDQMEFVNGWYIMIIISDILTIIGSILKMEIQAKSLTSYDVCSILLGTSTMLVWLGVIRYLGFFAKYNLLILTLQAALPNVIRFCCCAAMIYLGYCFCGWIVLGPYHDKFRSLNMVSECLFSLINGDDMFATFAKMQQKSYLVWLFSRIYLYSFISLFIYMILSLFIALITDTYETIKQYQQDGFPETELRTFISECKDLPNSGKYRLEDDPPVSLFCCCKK
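Material: HEK293 cells stably carrying human TRPML3-YFP; compound dosing: single dose, 3 µM final nominal compound, 0.3% DMSO final; incubation: 1-h 37 °C dye load, 5-s basal, 120-s post-compound reads; technique: Fluo-8 intracellular calcium fluorescence, excitation 470-495 nm, emission 515-575 nm; read-out basis: percent activation from peak-to-basal fluorescence ratio, scaled between DMSO and carbachol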
S1P4 ag: human S1P4 receptor agonism; O95977; S1P4-expressing cell line, agonist reporter assay; activation, % at 4.98 µM; actives 0.35% (n = 220,000); AID 1509; in the data active means activation above about 11%;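 further: 0% = DMSO vehicle and 100% = reference agonist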
TRPN1 ag: activates the zebrafish TRPN1 channel | actives 0.18% (n = 220,000) | activation, % at 3 µM | HEK293 zebrafish TRPN1-YFP, Fluo-8 calcium fluorescence; 100% = response to 87 µM carbachol | AID 1424;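 active means activation above its plate's cutoff, the mean activation of test wells on that plate plus 3 SD, cut at about 19% in these data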;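 further: 0% = DMSO alone and 100% = 87 µM carbachol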
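System: zebrafish TRPN1-YFP in HEK293 cells / Dosing: 3 µM single point / Timing: dye loading 1 h at 37 °C, then 30 min room temperature / Signal: Fluo-8 calcium fluorescence, excitation 470-495 nm, emission 515-575 nm / Read-out basis: percent activation from peak over basal fluorescence ratio, control-normalized / Control set: high carbachol 87 µM, low DMSO alone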
* = called active by the depositor; & = joins results of further samples.

SMILES | Ba/F3 V617F tox | S1P4 antag | PERK inhibitor | m-calpain inh | BaF3 tox | EP2 modulator | TRPML3 agonist | S1P4 ag | TRPN1 ag
Cc1nc(SCC(=O)NCc2cccs2)nc(C)c1C | 0 | -12 | 1.0 | -12 | 6 | -2 | 0.6 | 0.8 | 0.2
CCOc1ccc(NS(=O)(=O)c2cc(NC(=O)c3cccc(C)c3)ccc2Cl)cc1 | 1 | -3 | 0.1 | -67 | 9 | -22 | 0.0 | -0.3 | 0.2
CCC(SC1=N/C(=C/c2ccccc2OC)C(=O)N1c1ccccc1)C(=O)Nc1cc(C)on1 (configuration not stated) | 4 | -3 | -1.3 | -18 | 2 | 16 | -0.1 | 0.7 | 1.1
COc1ccc(C)cc1NC(=O)c1ccc(NC(=O)CC2SC(N3CCCC3)=NC2=O)cc1 (configuration not stated) | -2 | -15 | 1.8 | -67 | 0 | 4 | 1.0 | 0.2 | -0.7
Cc1ccc(CSc2nnc(-c3cnccn3)n2C)cc1 | -2 | 6 | 2.2 | -19 | -1 | 4 | 0.7 | -0.8 | 0.9
COc1cc(OC)c(NC(=O)CCCn2c(=O)oc3ccccc32)cc1Cl | -4 | -19 | 1.0 | 12 | 1 | -30 | 1.1 | 0.3 | 1.4
COc1ccccc1-c1cc(C(=O)Nc2ccc(F)cc2F)no1 | 6 | -9 | -1.0 | -34 | -1 | 23 | 0.8 | -0.1 | -0.2
CC1CCCCN1C(=O)CSc1nnc(-c2c[nH]c3ccccc23)o1 (configuration not stated) | 6 | -19 | -0.8 | 9 | 10 | -7 | 1.1 | -0.2 | 1.8
CCOc1ccc2c(c1)cc(CN(C(=O)CC)C1CCCCC1)c1nnnn12 | 0 | 3 | -0.1 | 5 | 4 | -22 | 1.2 | -1.2 | 2.5
COc1ccc(/C=N/n2c(SC)nnc(C(C)(C)C)c2=O)cc1OC | 1 | 4 | -0.4 | -173 | 2 | -8 | 0.0 | 2.2 | 1.6
CCN(CC)C(=O)c1ccc(C(=O)c2ccccc2)cc1 | 0 | -6 | -0.3 | -9 | 3 | -3 | -0.8 | 0.1 | -0.2
O=C(/C=C/c1ccccc1)N/C(=C\c1ccco1)C(=O)O | 0 | -20 | 0.7 | -2 | 9 | 4 | 0.3 | 0.2 | 1.1
CCOC(=O)N=S(N)(=O)c1ccc(Cl)cc1 (configuration not stated) | -3 | -1 | 1.1 | -5 | 3 | 12 | 1.6 | -3.3 | 0.8
Cn1c(=O)c([N+](=O)[O-])c(NCc2ccccc2)c2ccccc21 | -2 | -6 | -0.1 | -28 | 2 | 12 | -0.7 | -1.2 | 0.3
O=C(NC1CCN(Cc2ccccc2)CC1)C1CCCN(c2nnc(-n3cccc3)s2)C1 (configuration not stated) | 3 | -6 | -1.8 | -1 | 10 | -15 | 1.0 | -2.3 | -0.8
COc1ccc(NC(=O)Cn2cnc3c(cnn3C(C)(C)C)c2=O)cc1OC | -4 | 0 | 1.1 | -37 | 0 | 19 | 0.8 | 1.5 | 1.0
Cc1ccc(C)n1-c1ncn[nH]1 | 2 | -10 | 0.5 | -43 | 4 | 22 | 0.5 | 2.2 | 1.7
Cc1ccc2nc(NC(=O)C3CCN(S(=O)(=O)c4cc([N+](=O)[O-])ccc4Cl)CC3)sc2c1 | 37* | -22 | -0.8 | -33 | 38* | -83 | 0.4 | -0.6 | 0.3
Cc1cc(C)c(NC(=O)C2CCCN2CCOC(=O)c2cccc([N+](=O)[O-])c2)c(C)c1 (configuration not stated) | -3 | -19 | 0.2 | -3 | 2 | -8 | 0.4 | 1.5 | -2.3
O=C(O)CCc1ccc(-c2ccc(Br)cc2)n1NC(=O)c1ccc([N+](=O)[O-])cc1 | -1 | -14 | 1.4 | 15 | 3 | -22 | 0.1 | 1.9 | 0.0
O=C(NC(=S)Nc1ccc(N2CCOCC2)cc1)c1ccccc1 | 4 | -8 | 0.1 | -7 | 7 | -37 | 1.1 | 0.6 | 2.5
Nc1nc(N)c(N=Nc2ccc(SCC(=O)O)cc2)c(=O)[nH]1 | -2 | -8 | 0.6 | -1 | -1 | -12 | 1.1 | -0.9 | 1.2
NNC(=O)CNC(c1ccccc1)c1cc(Br)ccc1NC(=O)CCN1CCOCC1 (configuration not stated) | -3 | -1 | -1.0 | 1 | 0 | 3 | -0.2 | 0.6 | -1.1
O=C(CCN1C(=O)CSC1=O)Nc1ccc(Br)cc1 | -2 | -19 | 1.5 | -2 | -1 | 20 | 1.1 | 0.2 | -0.4
COc1cc(OC)c(C2=NOC(C(=O)NCc3ccc4c(c3)OCO4)C2)cc1Cl (configuration not stated) | -2 | -1 | 0.5 | 7 | 0 | -44 | -0.1 | 3.7 | -0.7

Record cards, from the list above. Order of screens: Ba/F3 V617F tox | S1P4 antag | PERK inhibitor | m-calpain inh | BaF3 tox | EP2 modulator | TRPML3 agonist | S1P4 ag | TRPN1 ag
Record of `CC1CCCCN1C(=O)CSc1nnc(-c2c[nH]c3ccccc23)o1` (configuration not stated) → 6 | -19 | -0.8 | 9 | 10 | -7 | 1.1 | -0.2 | 1.8
Record of `CCOC(=O)N=S(N)(=O)c1ccc(Cl)cc1` (configuration not stated) → -3 | -1 | 1.1 | -5 | 3 | 12 | 1.6 | -3.3 | 0.8
Record of `Cc1ccc2nc(NC(=O)C3CCN(S(=O)(=O)c4cc([N+](=O)[O-])ccc4Cl)CC3)sc2c1` → 37* | -22 | -0.8 | -33 | 38* | -83 | 0.4 | -0.6 | 0.3

Next section:
SMILES | Ba/F3 V617F tox | S1P4 antag | PERK inhibitor | m-calpain inh | BaF3 tox | EP2 modulator | TRPML3 agonist | S1P4 ag | TRPN1 ag
CN(CC(=O)Nc1cccc2c1CCCC2)S(=O)(=O)c1ccc(Br)cc1 | -1 | -4 | 0.6 | 18 | 0 | 2 | 0.5 | 1.8 | -0.8
Cc1nn(Cc2ccccc2)c(Cl)c1C(=O)OCC(=O)NC(=O)NC12CC3CC(CC(C3)C1)C2 | 2 | -13 | -0.1 | 23 | 6 | 7 | 0.8 | -0.7 | 0.3
Cc1cccc(OCC(=O)Nc2nc3ccc([N+](=O)[O-])cc3s2)c1 | 0 | 1 | 1.2 | -8 | 2 | -4 | 1.1 | 1.6 | -0.9
Cc1ccc2cc(CN(Cc3ccco3)C(=S)NCC3CCCO3)c(=O)[nH]c2c1 (configuration not stated) | 4 | -15 | -0.9 | 29 | 3 | 1&-14 | 0.3 | 1.7 | -0.8
CCn1cc(C2C(C(=O)Nc3ccc(Br)cn3)=C(C)NC3=C2C(=O)CCC3)c(C)n1 (configuration not stated) | -2 | 5 | 1.8 | -417 | 3 | 11 | 0.8 | 0.3 | 1.1
CCN(Cc1nc2ccccc2c(=O)[nH]1)Cc1nc2ccsc2c(=O)[nH]1 | 3 | -1 | 0.0 | -1 | 13 | 4 | 0.1 | -0.5 | 0.7
COc1ccc(C2=NN(c3ccccc3)C(c3cccs3)C2)cc1 (configuration not stated) | -2 | -13 | 0.6 | -153 | 3 | 31 | -0.2 | 1.4 | -1.0
COc1ccccc1NC(=S)N(Cc1ccco1)Cc1cc2cccc(C)c2[nH]c1=O | 7 | 8 | -1.2 | 15 | 7 | 18 | 0.1 | -0.8 | -0.6
COc1nc(Nc2ccc(C(C)C)cc2)nc(OC)n1 | -3 | -8 | -0.5 | -8 | -1 | 8 | -0.3 | 1.0 | -1.7
CS(=O)(=O)c1ccc2nc(NC(=O)CN3CCCCCC3)sc2c1 | 2 | 1 | 0.9 | -8 | 6 | -5&-34 | 1.0 | -1.7 | 1.3
CC(C)N1C(=O)CCC1C(=O)NCCc1ccc(Cl)cc1 (configuration not stated) | 4 | 6 | -1.5 | 23 | 3 | 13 | 0.4 | -1.0 | -0.1
O=[N+]([O-])c1ccccc1N/N=C\c1ccccc1F | -3 | -4 | 2.1 | 10 | 2 | 8 | 0.0 | -0.3 | -1.1
CCOc1ccccc1NC(=O)COC(=O)/C=C/c1ccc(OC)c(OC)c1 | 2 | 3 | 0.1 | -32 | 5 | -23 | 1.3 | 1.9 | 1.1
CCC(=O)Nc1nnc(-c2ccncc2)s1 | -2 | 2 | 0.5 | -210 | 7 | -9 | 1.2 | -3.1 | 1.1
COc1ccc(OC)c(C2CC(=O)NC(SC)=C2C#N)c1 (configuration not stated) | -4 | -10 | 0.8 | -30 | 0 | -6 | -0.7 | 4.4 | -0.1
N#C/C(=N\Nc1ccccc1[N+](=O)[O-])C(=N)N1CCCCC1 | -3 | -1 | -0.2 | 7 | 5 | -49 | 2.0 | 0.2 | 1.8
COc1cc(C(=S)N2CCOCC2)ccc1OC(=O)/C=C/c1ccco1 | -4 | 11 | 0.8 | -16 | 2 | -29 | 0.2 | -0.9 | -0.5
Nn1c(Cc2cccc3ccccc23)n[nH]c1=S | 1 | -6 | 0.7 | 17 | 6 | 13 | -0.1 | -0.2 | -0.2
C[n+]1ccc(/C=C/c2cccs2)cc1 | -5 | 17 | 1.3 | -13 | 3 | 20 | 0.8 | -1.4 | 0.2
[O-][n+]1onc2c1CCc1c-2nn(-c2ccccc2Cl)[n+]1[O-] | 3 | 12 | 0.1 | -29 | -5 | 6 | 0.6 | -0.2 | 0.1
COc1cc(/C=C(\C#N)C(=O)Nc2ccc(SC(F)F)cc2)cc(OC)c1OC | -1 | 12 | 1.0 | -55 | 3 | 2 | 0.9 | -1.0 | 0.1
COc1ccc(S(=O)(=O)N2CC3C4C=CC(C4)C3C2)cc1 (configuration not stated) | -6 | -14 | -0.5 | 12 | 0 | 4 | 56* | 1.6 | 1.4
Cc1ccc(-c2cc(-c3ccccc3)c(C#N)c(Br)n2)cc1 | 0 | -13 | 0.5 | -122 | 4 | 58 | 1.1 | -0.8 | 0.5
COc1cc(NC(=O)c2ccc3snnc3c2)cc(OC)c1 | -1 | -12 | -1.2 | -16 | 2 | -17 | -0.8 | 0.7 | 1.1
CC(=O)NC1=NN(C(C)=O)C(C)(CCS(=O)(=O)c2ccc(Br)cc2)S1 (configuration not stated) | 1 | -10 | -0.2 | -3 | 3 | 19 | 0.0 | -0.2 | -0.7

Remaining list, next part:
SMILES | Ba/F3 V617F tox | S1P4 antag | PERK inhibitor | m-calpain inh | BaF3 tox | EP2 modulator | TRPML3 agonist | S1P4 ag | TRPN1 ag
CCc1ccc(C(C)NC(=O)/C=C/c2ccc(Br)cc2)cc1 (configuration not stated) | 3 | -1 | 0.6 | -21 | 7 | -42 | 0.8 | -2.3 | 0.1
CN1CCN(C(=O)Nc2cccc(-c3ccccc3)c2)CC1 | -4 | 13 | 2.2 | 2 | 0 | 17 | 0.7 | 0.1 | -0.7
O=C1NC(=Nc2ccccc2)c2ccc([N+](=O)[O-])cc21 | -3 | -13 | 0.2 | 6 | -1 | 3 | 0.7 | 1.1 | -0.2
Cc1ccsc1C(=O)Nc1nnc(-c2ccco2)o1 | -3 | -5 | 0.6 | -13 | 1 | 32 | 0.4 | 1.2 | 0.6
Cc1ccc(NC(=O)CSc2nc(-c3ccco3)cc(C(F)(F)F)n2)cc1C | 3 | 4 | 0.7 | -7 | 7 | 14&-8 | 0.8 | 1.6 | 0.3
C[N+](C)(C)CCCCCCCCCC[N+](C)(C)C | 0 | -8 | 1.3 | 6 | 1 | -17&23 | 0.2 | 0.5 | -1.9
CCOc1cc(C(=O)NCc2nnc(SCC(=O)OC)n2C)cc(OCC)c1OCC | 1 | -10 | 1.9 | -15 | -4 | 11 | 0.6 | -0.3 | -0.7
